Statin myotox sup: protects C2C12 myotubes from simvastatin toxicity; hit rate 0.78% among 330,000; ATP luminescence, 48 h; scaled: DMSO 0, geranylgeraniol control 100; rescue of ATP level, % at 7.49 µM;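 active = mean ATP rescue above about 67%, or every replicate alone reaching that limit, limit read from the data, passing the limit was not always enough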;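 note: myotubes were challenged with 10 µM simvastatin during compound exposure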
DENV2 CPE: DENV2-induced cell death inhibition; DENV2-infected cells, cytopathic effect rescue, plate reader; CPE inhibition, % at 9.99 µM; AID 651640; hit rate 1.7% among 350,000; in the data active = CPE inhibition above about 20%, passing the limit was not always enough; tested in BHK-21 cells;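 note: 0% = median of neutral control wells and 100% = median of positive control wells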
S100A4 inh HTS: inhibitors of human S100A4 binding to myosin IIA peptide | AID 652163 | P26447 | S100A4/TAMRA-MyoIIA peptide fluorescence polarization | hit rate 0.14% among 360,000 | inhibition, % at 10.7 µM;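 active = mean inhibition of at least 70% across replicates, with every replicate also reaching that level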
Target sequence (P26447 whole entry, looked up): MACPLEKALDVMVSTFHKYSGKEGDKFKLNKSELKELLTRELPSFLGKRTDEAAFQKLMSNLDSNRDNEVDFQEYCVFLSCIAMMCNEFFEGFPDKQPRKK
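Test system: S100A4 monomer protein. Medium: HEPES buffer with Ca2+, pH 7.2. Reagent: fluorescent myosin IIA peptide, 5 nM. Compound dosing: single-point compound testing. Timing: 5 min between mix addition and reading. Benchmarks: DMSO neutral and TFP positive wells.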
E-sel inducer: induces E-selectin expression in human endothelial cells. HUVEC E-selectin immunofluorescence imaging; normalized: neutral wells 0, TNF-alpha wells 100. activation, % at 7.58 µM. hit rate 0.37% among 260,000. AID 686992;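 active = mean E-selectin-positive cell signal at least 10% of the positive control, reached in at least 60% of replicates, without over 20% cell loss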;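 note: in these data hits start at about 27%; measured in HUVEC primary endothelial cells; signal is the percent of cells scored E-selectin positive by PE staining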
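material = human umbilical vein endothelial cells (HUVEC), E-selectin induction | quantity = 3,000 cells/well | medium = EGM-2 growth medium on 0.1% gelatin-coated wells | technique = immunofluorescence imaging | read-out basis = % PE-positive cells | control set = TNF-alpha positive control, DMSO neutral control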
ERp5 block: inhibitors of human ERp5; Q15084; ERp5 insulin aggregation, absorbance 650 nm, 90 min; inhibition, % at 9.99 µM; hit rate 0.05% among 350,000;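 active = mean replicate inhibition above about 25%, with every replicate also reaching it, limit read from the data, passing the limit was not always enough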
Target sequence (Q15084 whole entry, looked up): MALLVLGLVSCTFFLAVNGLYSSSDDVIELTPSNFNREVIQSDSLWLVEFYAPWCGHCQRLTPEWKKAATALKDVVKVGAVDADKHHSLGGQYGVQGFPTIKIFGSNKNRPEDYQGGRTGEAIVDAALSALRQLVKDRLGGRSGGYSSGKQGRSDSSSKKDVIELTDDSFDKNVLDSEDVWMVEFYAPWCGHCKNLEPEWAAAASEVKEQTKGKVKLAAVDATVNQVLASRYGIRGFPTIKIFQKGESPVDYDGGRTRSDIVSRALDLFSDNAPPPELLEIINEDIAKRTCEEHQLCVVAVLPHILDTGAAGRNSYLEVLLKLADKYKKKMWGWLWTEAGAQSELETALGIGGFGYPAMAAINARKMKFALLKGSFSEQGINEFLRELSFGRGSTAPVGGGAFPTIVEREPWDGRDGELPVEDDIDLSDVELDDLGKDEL
PglD inh: blocks C. jejuni PglD acetyltransferase activity | purified PglD enzyme, DTNB colorimetric CoA detection | inhibition, % at 12.5 µM | hit rate 0.098% among 360,000 | AID 602405; in the data active = inhibition above about 16%, passing the limit was not always enough; note: strong numbers were not always called active
SIRT5 block: sirtuin-5 (human) deacylase inhibition; Q9NXA8; Purified SirT5, succinyl-peptide AMC, trypsin-coupled fluorescence; inhibition, % at 15 µM; hit rate 1.1% among 330,000; AID 652115; in the data active = inhibition above about 15%
Target sequence (Q9NXA8 whole entry, looked up): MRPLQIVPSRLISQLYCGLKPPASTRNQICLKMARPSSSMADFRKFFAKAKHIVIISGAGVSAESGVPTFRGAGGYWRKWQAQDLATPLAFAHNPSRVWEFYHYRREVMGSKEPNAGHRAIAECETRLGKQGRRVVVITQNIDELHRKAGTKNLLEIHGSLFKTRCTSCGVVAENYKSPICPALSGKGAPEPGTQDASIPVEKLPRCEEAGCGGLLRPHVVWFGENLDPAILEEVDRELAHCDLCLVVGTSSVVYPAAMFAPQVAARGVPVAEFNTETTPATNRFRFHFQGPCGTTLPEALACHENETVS
* marks the source's active call; other numbers are inactive results; . = no result given.

SMILES	Statin myotox sup	DENV2 CPE	S100A4 inh HTS	E-sel inducer	ERp5 block	PglD inh	SIRT5 block
COc1ccc(NC(=O)Nc2ccc3c(c2)OC[C@H](C)NC[C@H](C)[C@@H](OC)CN(C)C3=O)cc1	.	1	12	5.6	.	.	-2
O=C(N[C@H]1CC[C@@H](CCn2cc(-c3ccccc3F)nn2)O[C@H]1CO)c1ccc2c(c1)OCO2	12	1	2	-0.1	2	13	1
C[C@H](CO)N1C[C@H](C)[C@H](CN(C)C(=O)NC2CCCCC2)OCc2cn(nn2)CCCC1=O	5	7	2	-0.1	-1	-3	-6
COc1ccc(C(=O)NC2CCSc3ccccc32)cc1 (configuration not stated)	7	3	15	0.0	4	0	1
CO[C@@H]1CN(C)C(=O)c2cc(NC(=O)c3nc4ccccc4s3)ccc2OC[C@H](C)N(Cc2cccnc2)C[C@@H]1C	26	0	1	-0.1	-4	0	.
COc1ccc(CN(C)C[C@@H]2Oc3ccc(NS(=O)(=O)c4ccc(OC)cc4)cc3CC(=O)N([C@@H](C)CO)C[C@H]2C)cc1	.	5	-7	-0.4	12	.	-1
O=C(Nc1ccccc1C(=O)NCc1ccccc1)C1=CSCCO1	-13	1	-2	.	-12	-3	-4
CCCCc1c(-c2ccccc2OC)ncn1Cc1ccc(C)cc1	.	-2	-5	-0.2	2	.	.
COc1ccccc1CCNC(=O)C1CCN(c2nnc(C)c3c(C)n(-c4ccc(C)cc4)nc23)CC1	-26	6	-3	.	-1	-6	-1
O=C1CCCN1CCc1cccc2ccccc12	12	-9	-2	0.5	2	-1	-5
Cn1c(=O)c2c(nc(NCCNC(=O)c3ccco3)n2Cc2ccccc2)n(C)c1=O	22	-2	2	.	0	-11	-8
NS(=O)(=O)c1ccc(CNc2ncnc3sccc23)cc1	10	-4	-2	.	2	1	0
S=c1[nH]nc(-c2cc(-c3ccsc3)n[nH]2)n1-c1cccc2ccccc12	22	-4	-2	1.4	3	-3	-2
CCN(c1ccccc1)S(=O)(=O)c1ccc(C(=O)Nc2nnc(C3CC3)o2)cc1	.	-5	-3	.	3	.	-2
CC(C)(C)NC(=O)CSc1nc(-c2ccc(F)cc2)cs1	.	4	4	-0.1	2	.	-3
CN(C)c1ccc(/C=C/c2c([N+](=O)[O-])c(=O)n(C)c(=O)n2C)cc1	2	-5	-20	0.0	-1	-8	0
O=C(CCn1nnc2ccccc21)NNC(=O)C1CCCCC1	.	-1	-12	-2.3	4	.	1
CC(=O)N1CCN(C(=O)c2cc3ccccc3o2)CC1	-7	6	-2	.	1	-1	-1
COc1cc(NC(=O)CCCNC(=O)Cn2cnc3sc4c(c3c2=O)CCCC4)cc(OC)c1OC	-51	1	10	.	-4	-4	-2
CCc1c2ccccc2nn1-c1ccccc1C(=O)C(C)=O	3	6	4	-0.1	2	-1	2
C[C@H](CO)N1C[C@H](C)[C@H](CN(C)Cc2ccccn2)Oc2ncc(C#CC3CC3)cc2C1=O	-4	1	1	-0.2	3	3	0
CCCCN(CC)CCNC(=O)c1cn(-c2ccc(Cl)cc2)c(=O)c2ccccc12	-3	8	5	-1.8	11	12	-2
COc1ccc2[nH]cc(C(=O)C(=O)N3CCCCC3)c2c1	2	-3	0	.	7	1	4
O=[N+]([O-])c1nn(-c2ccc3c(c2)OCCO3)n(O)c1=NCc1ccc(F)cc1Cl	6	2	2	0.3	-1	.	-1
CCOC1=C2[C@@H](CN(S(=O)(=O)c3ccc(C)cc3)[C@H]2c2ccccc2Cl)[C@H]2C(=O)N(Cc3ccccc3)C(=O)[C@H]2C1	-6	7	2	0.6	-4	-1	0
CCOC(=O)c1ccc(Nc2cc(C)nc(-c3ccccc3)n2)cc1	-1	6	-3	0.8	4	-3	0
Cc1cc(C)nc(SCC(=O)c2ccc(F)c(C)c2)n1	-13	11	3	.	-3	1	1
Cc1nn(Cc2cccc(F)c2)c(C)c1NC(=O)c1c(Cl)cnn1C	.	6	2	.	5	.	1
Cc1noc(C)c1NC(=O)Nc1ccc2c(c1)CC(=O)N([C@H](C)CO)C[C@@H](C)[C@@H](CN(C)Cc1ccc(Oc3ccccc3)cc1)O2	-18	-8	.	-4.7	.	-2	.
CCC(CC)NC(=O)c1nn(Cc2ccccc2)c(=O)c2ccccc12	8	5	-1	.	0	-6	-2
Cc1ccc(Cc2c(C3CCCCC3)nc3cc(C)c(Br)c(C)n23)cc1	27	1	-2	0.0	-3	-4	-3
O=C(c1ccncc1)N1CC[C@@H]2[C@@H](CO)Nc3ccc(-c4ccc(F)cc4)cc3[C@@H]21	-23	.	.	2.5	4	-3	1
CCn1c(CCCNC(=O)c2ccco2)nc2ccccc21	1	-11	4	-0.1	-5	2	.
COCC(=O)Nc1ccc2c(c1)C(=O)N(C)[C@@H]1CC[C@H](CC(=O)NCC3CC3)O[C@H]1CO2	-3	20	-3	0.1	17	-2	0
COc1cccc(S(=O)(=O)N2CC3(CCN(C)CC3)c3c([nH]c4cc(OC)ccc34)[C@@H]2CO)c1	.	-2	12	-0.2	2	.	2
COc1cccc(CNCCc2c[nH]c3ccccc23)c1OCc1ccccc1	.	-5	1	.	-1	.	3
CC1c2ccccc2N(NC(=O)Cc2ccccc2)C1C (configuration not stated)	-3	2	1	.	.	.	-5
O=C(COC(=O)COc1ccccc1F)Nc1ccc2c(c1)OCO2	11	-5	2	-0.8	0	0	2
CCOC(=O)C1CCCN(C(=O)CCCn2nnnc2CN2CCOCC2)C1 (configuration not stated)	6	5	-4	.	6	-3	0
COc1cccc(C(=O)Nc2ccc3c(c2)C(=O)N(C)C[C@H](OC)[C@H](C)CN(C(=O)C2CCCC2)[C@H](C)CO3)c1	19	-6	-2	0.2	1	1	2

Quoted from the results shown, 2 compounds:
SMILES	Statin myotox sup	DENV2 CPE	S100A4 inh HTS	E-sel inducer	ERp5 block	PglD inh	SIRT5 block
COc1cccc(S(=O)(=O)N2CC3(CCN(C)CC3)c3c([nH]c4cc(OC)ccc34)[C@@H]2CO)c1	.	-2	12	-0.2	2	.	2
COc1cccc(CNCCc2c[nH]c3ccccc23)c1OCc1ccccc1	.	-5	1	.	-1	.	3

Profiles as entered above. Values in the order: Statin myotox sup | DENV2 CPE | S100A4 inh HTS | E-sel inducer | ERp5 block | PglD inh | SIRT5 block
O=C(COC(=O)COc1ccccc1F)Nc1ccc2c(c1)OCO2 in the list: 11 | -5 | 2 | -0.8 | 0 | 0 | 2
Cc1ccc(Cc2c(C3CCCCC3)nc3cc(C)c(Br)c(C)n23)cc1 in the list: 27 | 1 | -2 | 0.0 | -3 | -4 | -3
COc1cccc(S(=O)(=O)N2CC3(CCN(C)CC3)c3c([nH]c4cc(OC)ccc34)[C@@H]2CO)c1 in the list: . | -2 | 12 | -0.2 | 2 | . | 2
CCn1c(CCCNC(=O)c2ccco2)nc2ccccc21 in the list: 1 | -11 | 4 | -0.1 | -5 | 2 | .
CC1c2ccccc2N(NC(=O)Cc2ccccc2)C1C (configuration not stated) in the list: -3 | 2 | 1 | . | . | . | -5

Going on with the list.
SMILES	Statin myotox sup	DENV2 CPE	S100A4 inh HTS	E-sel inducer	ERp5 block	PglD inh	SIRT5 block
CCNC(=O)[C@@H]1[C@@H](CO)[C@@H]2Cn3c(ccc(-c4ccccc4)c3=O)[C@@H]2N1Cc1cccnc1	9	-2	-8	0.4	-1	1	-17
CCc1[nH]nc(C(=O)N2CCCC(C(=O)c3cccc(C(F)(F)F)c3)C2)c1C (configuration not stated)	15	0	1	.	-1	6	1
CCOc1ccccc1C1C(C#N)=C(N)N(N(C)C)C2=C1C(=O)CCC2 (configuration not stated)	7	-3	-1	.	0	3	7
Cc1ccccc1/C=N/Nc1nc2ccccc2c(=O)n1O	.	6	1	.	-2	.	0
Nc1nc2c(c(=O)[nH]1)CN(Cc1ccccc1)CC2	-8	8	-1	0.0	4	1	-2
S=C(Nc1ccccc1)Nc1ccc(Br)cn1	.	3	4	.	-3	.	-4
Cc1c(NS(=O)(=O)c2ccc(NC3CCCC3)c([N+](=O)[O-])c2)c(=O)n(-c2ccccc2)n1C	.	-1	-2	.	4	.	-2
Cc1ccc2nc(-c3ccncc3)cc(C(=O)NCCc3ccc(F)cc3)c2c1	.	-2	-6	5.0	0	.	1
CC(C)(C)c1nc2scc(-c3ccc(Br)cc3)c2c(=O)o1	.	-3	-9	-1.8	-6	.	-1
Cn1nc(C(F)(F)F)c(-c2cccc(C(F)(F)F)c2)c1NC(=O)c1cccnc1	.	-5	-7	.	7	1	6
CCCCNC(=O)C(Cc1ccccc1)NS(=O)(=O)c1ccc2c(c1)c(=O)n(C)c(=O)n2C (configuration not stated)	-12	-5	3	-1.1	3	0	0
CN(CC(=O)Nc1ccc(Cl)c(S(=O)(=O)N2CCOCC2)c1)C(=O)c1ccc(C#N)cc1	1	-6	-7	.	2	3	-8
Cc1cccc(Nc2ncnc3c2cnn3C)c1	-7	15	-3	.	1	4	-2
COCC(C)n1c(C)cc(C(=O)CSc2nnnn2-c2ccc(O)cc2)c1C (configuration not stated)	-6	4	0	.	-2	-3	.
CC1(C)OC(=O)C2=C(C[C@@H](C3CC3)O[C@H]2c2ccc(Cl)cc2)O1	.	-5	1	-0.1	5	.	.
COc1ccc(CCNC(=O)c2cccs2)cc1OC	1	-3	-2	.	-10	0	-1
C[C@@H]1CCCCO[C@H](CN(C)C)[C@H](C)CN([C@H](C)CO)C(=O)c2cc(NS(C)(=O)=O)ccc2O1	9	-8	8	-0.1	-5	-1	-1
Cc1ccc(C)c(N(CC(=O)NCc2ccco2)C(=O)CNS(=O)(=O)c2ccc(F)cc2)c1	2	-5	-27	-0.1	4	0	0
CC(=O)N1CCN(S(=O)(=O)c2cccc(C(=O)OCC(=O)Nc3c(Cl)cccc3C(F)(F)F)c2)CC1	-4	.	-3	-0.9	3	.	-1
Cc1ccsc1/C=N/N1CCN(c2ccccn2)CC1	.	4	-7	.	-3	-1	0
CCC(c1nc2ccccc2c(=O)n1-c1cccnc1)N1C(=O)c2ccccc2C1=O (configuration not stated)	-5	.	3	.	-2	0	2
CC(=O)Nc1ccc(OCC(=O)N2CCC(Cc3ccccc3)CC2)cc1	.	-2	3	0.6	1	.	.
N#C[C@@H]1[C@@H](c2ccc(-c3cccnc3)cc2)[C@H](CO)N1C(=O)C1CCOCC1	-23	18	-2	-0.2	0	0	2
Cc1c(C(=O)N(C)C)c2cc(Cl)ccc2n1O	.	1	-3	.	4	.	-5
CCN(CC)CCn1c2c(c(SCC(=O)Nc3nc4ccccc4s3)nc1=O)CCC2	-4	0	-1	0.0	2	-1	6
Cc1cnc(C(=O)NC(C)CCc2ccccc2)cn1 (configuration not stated)	.	0	1	0.5	-1	.	0
C/C(=C\C(=O)c1ccc(Br)cc1)Nc1ccc(Cl)cc1	9	-1	2	0.5	3	1	1
Cc1nc(C)c(C(=O)Nc2ncc([N+](=O)[O-])s2)o1	-20	-5	6	3.0	7	-1	10
Cn1cc(Br)c(C(=O)NC2CCCCCC2)n1	-13	4	14	-0.3	4	-1	1
COCCN(C[C@H]1N[C@H](CO)[C@@H]1c1ccc(-c2cccc(C#N)c2)cc1)C(C)=O	.	13	19	-0.2	-4	.	0
CCC(c1nnc(SCC(=O)NCCc2ccc(OC)c(OC)c2)n1Cc1ccccc1)N(C)C (configuration not stated)	.	-1	0	2.3	-2	.	-1
CC1(c2ccccc2)NC(=O)N(CC(=O)Nc2ccc(N3CCOCC3)cc2)C1=O (configuration not stated)	3	17	-1	.	-1	4	-4
O=C(C[C@@H]1CC[C@@H]2[C@H](COC[C@@H](O)CN2C(=O)c2cccnc2)O1)Nc1ccc(-c2ccccc2)cc1	-4	1	.	0.7	.	2	.
O=C(NCC(O)CO)c1ccc2[nH]c3ccccc3c2c1 (configuration not stated)	-1	.	-2	.	-4	1	-10
COc1ccccc1/C=C/C(=O)NNC(=O)c1cc(C)oc1C	1	3	3	.	4	0	-2
Cc1noc(C)c1NC(=O)N(C)C[C@@H]1Oc2c(NC(=O)c3nc4ccccc4s3)cccc2C(=O)N([C@@H](C)CO)C[C@@H]1C	-11	-5	-5	0.0	2	-1	0
CCOc1cc(CNCCc2c[nH]c3ccccc23)cc(Cl)c1OCC(N)=O	-9	1	5	0.0	0	-3	-1
COC(=O)C1=C(C)N(Cc2ccccc2)C(=NCCCCO)N[C@H]1CCc1ccccc1	-7	-13	-8	0.0	5	-3	-4
O=C(NN=Cc1ccccc1OC(F)F)c1ccc(NS(=O)(=O)c2cccs2)cc1	5	14	-3	.	9	7	3

Source: PubChem BioAssay

This is a subset; count on the stated rates, not on these rows.
